Source: PubChem BioAssay (several laboratories)
S1P4 ag: human S1P4 receptor agonism | S1P4-expressing cell line, agonist reporter assay | activation, % at 4.98 µM | 0.35% of 220,000 active | AID 1509; in the data active means activation above about 11%;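 further: 0% = DMSO vehicle and 100% = reference agonist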
PGE2 EP2 inh: inhibitors of human EP2 prostaglandin E2 receptor; P43116; C6 glioma cells expressing human EP2, cAMP TR-FRET; cells stimulated with saturating PGE2; inhibition, % at 25 µM; 0.52% of 260,000 active; AID 1422;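 active means percent inhibition above 40 after rounding to a whole number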;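 further: rat C6 glioma host cells with rolipram phosphodiesterase inhibitor present; the protocol text gives 20 µM as final concentration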
Target sequence (P43116 whole entry, looked up): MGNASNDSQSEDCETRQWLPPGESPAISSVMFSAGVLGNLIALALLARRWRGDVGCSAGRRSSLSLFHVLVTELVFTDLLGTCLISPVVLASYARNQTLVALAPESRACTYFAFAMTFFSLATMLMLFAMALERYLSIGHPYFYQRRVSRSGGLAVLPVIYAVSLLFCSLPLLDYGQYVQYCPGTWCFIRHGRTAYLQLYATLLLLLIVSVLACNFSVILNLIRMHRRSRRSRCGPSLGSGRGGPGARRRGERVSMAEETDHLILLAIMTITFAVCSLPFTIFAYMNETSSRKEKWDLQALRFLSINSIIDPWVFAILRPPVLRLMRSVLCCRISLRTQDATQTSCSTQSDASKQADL
eIF4E-4G inh: blocks eIF4E binding to eIF4G | P63073+Q04637 | TR-FRET eIF4E-eIF4GI(517-606) binding, 2 h | inhibition, % at 21.7 µM | 0.37% of 220,000 active | AID 782;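 active means inhibition above about 30%, limit read from the data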;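 further: 0% = full FRET control wells and 100% = background wells lacking eIF4GI fragment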
NPY-Y2 PAM-ag: human NPY-Y2 potentiation or agonism, primary screen; 0.45% of 220,000 active; activation, % at 3.6 µM; cells expressing NPY-Y2, potentiator/agonist read-out; AID 1359; in the data active means activation above about 27%;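 further: cells stimulated with NPY near EC25 plus isoproterenol at EC100; 0% = vehicle plus submaximal agonist and 100% = vehicle plus saturating agonist; some results beyond the cut were filed as inactive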
Target sequence (P49146 whole entry, looked up): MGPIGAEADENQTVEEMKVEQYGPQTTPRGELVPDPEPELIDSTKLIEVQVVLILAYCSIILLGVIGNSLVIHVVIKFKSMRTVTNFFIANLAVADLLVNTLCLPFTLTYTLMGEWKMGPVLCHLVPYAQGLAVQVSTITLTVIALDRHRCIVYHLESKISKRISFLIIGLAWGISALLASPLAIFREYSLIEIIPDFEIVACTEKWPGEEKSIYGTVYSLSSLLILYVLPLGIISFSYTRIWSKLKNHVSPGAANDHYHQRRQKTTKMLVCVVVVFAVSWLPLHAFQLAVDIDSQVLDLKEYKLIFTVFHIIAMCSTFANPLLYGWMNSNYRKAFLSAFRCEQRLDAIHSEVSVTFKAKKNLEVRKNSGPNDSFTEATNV
NPY1 pot ag: human NPY-Y1 potentiation or agonism, primary screen; NPY-Y1 expressing cells, potentiator/agonist activation; activation, % at 3.6 µM; 0.37% of 220,000 active; in the data active means activation above about 33%, passing the limit was not always enough;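 further: cells stimulated with NPY at EC10 then isoproterenol at EC100; 0% = low agonist plus stimulus and 100% = saturating agonist plus stimulus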
Target sequence (P25929 whole entry, looked up): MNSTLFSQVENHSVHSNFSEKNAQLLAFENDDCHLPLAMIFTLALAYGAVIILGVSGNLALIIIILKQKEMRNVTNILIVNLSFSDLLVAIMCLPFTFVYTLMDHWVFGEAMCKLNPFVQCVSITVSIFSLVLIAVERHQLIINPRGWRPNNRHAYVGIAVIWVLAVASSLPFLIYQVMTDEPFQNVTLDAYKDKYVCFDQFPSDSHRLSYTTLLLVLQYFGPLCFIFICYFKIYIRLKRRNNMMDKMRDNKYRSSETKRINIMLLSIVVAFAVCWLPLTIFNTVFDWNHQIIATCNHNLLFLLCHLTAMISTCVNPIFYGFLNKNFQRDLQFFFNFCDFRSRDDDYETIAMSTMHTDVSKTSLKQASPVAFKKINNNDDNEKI
NPY-Y1 antag: antagonists of human neuropeptide Y receptor Y1. P25929. 1% of 200,000 active. HEK293-CNG Y1 cells, membrane potential fluorescence; NPY at EC95, then isoproterenol. inhibition, % at 3.6 µM;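 active means inhibition above the campaign mean inhibition of all tested compounds plus 3 SD, cut at about 20% in these data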;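 further: 0% = DMSO wells given NPY plus isoproterenol and 100% = isoproterenol alone without NPY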
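Benchmarks – high control isoproterenol alone, low control NPY with isoproterenol · Material – HEK293 Y1/CNG channel cell line · Times – dye 3 h, compound 60 min room temperature, stimulation 45 min · Probe or stimulus – NPY (25 nM), isoproterenol (1 µM), Ro 20-1724 (25 µM) · Evaluation – % inhibition of NPY effect · Signal – fluorescence, membrane potential probe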
EP2 mod: modulates human prostaglandin E2 receptor EP2 signaling | P43116 | EP2-expressing cells, cAMP HTRF FRET, PGE2 co-stimulation | induction, % at 25 µM | 0.83% of 260,000 active | AID 940;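 active means compounds whose cAMP rise, as percent of the full-agonist control response, exceeds 60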;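 further: rat C6 glioma line stably carrying human EP2 under a CMV promoter; the protocol text gives 20 µM as final concentration; 100% = response of wells given 1 µM PGE2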
S1P4 antagonist: antagonists of human S1P4 receptor; O95977; S1P4-expressing cells, antagonist mode, reporter read-out; inhibition, % at 4.98 µM; 0.26% of 220,000 active; in the data active means inhibition above about 29%;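 further: 0% = wells stimulated with agonist and 100% = vehicle wells without agonist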
p97 inhibitor: blocks human p97 ATPase activity; P55072; recombinant p97 ATPase, Kinase-Glo ATP luminescence, 3 h; inhibition, % at 8 µM; 0.42% of 220,000 active; in the data active means inhibition above about 15%;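 further: 0% = DMSO vehicle and 100% = wells lacking enzyme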
Numbers without * were called inactive; . = no result given; & = joins results of further samples; [ ] = another dose, or the depositor's remark. These rows are one share of the data; rates above refer to the full screens.

The first 3 records (preview)
SMILES | S1P4 ag | PGE2 EP2 inh | eIF4E-4G inh | NPY-Y2 PAM-ag | NPY1 pot ag | NPY-Y1 antag | EP2 mod | S1P4 antagonist | p97 inhibitor
N#Cc1ccc(COC(=O)CSc2nnc(N)s2)cc1 | 0.2 | 2.7 | 0.9 | 2.4 | -17.2 | 3.2 | -7.5 | -5.7 | -4.4
O=C(Nc1nccs1)c1ccccn1 | -2.0 | 2.8 | -1.9 | 1.7 | -11.8 | -1.2 | -7.0 | -7.7 | -9.4
CN1C(=O)N(C)C2(c3ccccc3)N(C)C(=O)NC12c1ccccc1 (stereo not given) | 9.4 | 2.0 | -16.9 | 15.0 | -17.8 | 1.2 | 7.3 | -15.1 | 2.5

The whole of this part (from the top)
SMILES | S1P4 ag | PGE2 EP2 inh | eIF4E-4G inh | NPY-Y2 PAM-ag | NPY1 pot ag | NPY-Y1 antag | EP2 mod | S1P4 antagonist | p97 inhibitor
N#Cc1ccc(COC(=O)CSc2nnc(N)s2)cc1 | 0.2 | 2.7 | 0.9 | 2.4 | -17.2 | 3.2 | -7.5 | -5.7 | -4.4
O=C(Nc1nccs1)c1ccccn1 | -2.0 | 2.8 | -1.9 | 1.7 | -11.8 | -1.2 | -7.0 | -7.7 | -9.4
CN1C(=O)N(C)C2(c3ccccc3)N(C)C(=O)NC12c1ccccc1 (stereo not given) | 9.4 | 2.0 | -16.9 | 15.0 | -17.8 | 1.2 | 7.3 | -15.1 | 2.5
Cc1ccc[n+](CC(=O)/C=C2\N(C)c3ccccc3C2(C)C)c1 | 1.1 | 3.4 | -2.9 | -1.5 | -11.3 | -1.4 | 27.0 | -30.2 | -3.2
Cc1c(C(=O)N2CCOCC2)[nH]c2c1C(=O)CC(c1ccccc1Cl)C2 (stereo not given) | 1.3 | 10.4 | 0.5[fluorescence artefact?] | -12.1 | -12.5 | 23.5* | -7.0 | 0.3 | -2.8
Clc1ccc2c(Cl)c(-c3nnc(-c4ccccc4)o3)sc2c1 | 1.6 | . | . | 10.7 | 11.0 | 2.3 | . | -11.8 | 1.1
COc1ccc(Cn2c(=O)cc(C)[nH]c2=S)cc1 | -1.6 | 7.8 | 0.3 | -19.1 | -7.7 | 4.8 | 13.6 | 1.5 | 2.9
O=C(c1cc(-c2ccncc2)nc2ccc(Cl)cc12)N1CCN(C(=O)C2CCCO2)CC1 (stereo not given) | -0.4 | 13.1 | 2.6 | -14.2 | -11.4 | -8.7 | -4.0 | -12.8 | 4.6
COc1cc(C(=O)OCC(=O)Nc2ccc3c(c2)OC(F)(F)O3)ccc1OCc1c(C)noc1C | 1.7 | 3.6 | 1.1 | 5.3 | -3.7 | 6.4 | -4.3 | -1.1 | -3.5
COCC(=O)Nc1nnc(-c2cccs2)s1 | -1.4 | 29.8 | -2.9[fluorescence artefact?] | 10.0 | 21.6 | 0.4 | 19.5 | -6.2 | 3.4
Brc1ccc(C2=CSC3=NCCN23)cc1 | 0.1 | 3.6 | -2.4 | 4.9 | -3.9 | 1.0 | 1.9 | -11.6 | 4.9
CC1CCCCC1NC(=O)CCn1c(=O)oc2ccccc21 (stereo not given) | 1.1 | 6.9 | -1.0 | 4.7 | -4.5 | 1.0 | 13.0 | 5.5 | 2.9
COC(=O)c1nc2n(n1)C(c1cc(OC)ccc1OC)C(C(=O)OC1CCCCC1)=C(C)N2 (stereo not given) | 1.6 | 0.4 | -1.2 | 13.3 | -1.1 | -16.0 | 30.9 | -0.6 | 0.6
COc1ccc(-c2nnc(SCc3cccnc3)o2)cc1 | 1.0 | 9.2 | 3.7 | -7.6 | -5.6 | 4.1 | -21.5 | -24.3 | -6.2
O=C(CNC(=O)c1ccco1)OC(C(=O)c1ccccc1)c1ccccc1 (stereo not given) | 1.0 | 8.8 | 3.9 | -1.1 | -1.5 | -5.1 | 19.1 | 4.0 | 2.6
CC(C)CC(=O)NC1(C(F)(F)F)C(=O)N(CC(C)C)C2=C1C(=O)CC(C)(C)C2 (stereo not given) | -0.3 | 3.9 | -27.0 | 12.5 | -2.2 | 6.2 | 2.0 | -11.4 | -6.3
COc1ccc(S(=O)(=O)N2CC(C(=O)O)Oc3ccc(CC(=O)O)cc32)cc1 (stereo not given) | 0.2 | 10.8 | -1.9 | -4.9 | 4.6 | -2.3 | 30.6 | 10.4 | -0.8
Cc1nc2c(ncn2-c2ccccc2)c(=O)n1NC(=O)CN1CCCC1 | 1.2 | 5.8 | 1.7 | 5.9 | 8.1 | . | 1.7 | -1.3 | 2.2
O=C(/C=C\c1ccc(-c2ccccc2)o1)c1ccccc1 | 1.3 | 3.9 | -2.6 | 3.7 | -11.0 | 4.2 | 26.3 | 1.4 | 7.5
Cc1ccccc1NS(=O)(=O)c1ccc(NC(=O)c2nc3ncccn3n2)cc1 | -1.1 | 3.0&1.3 | 4.1 | 0.0 | 9.4 | 4.9 | -14.9&-21.4 | 9.0 | -4.2
C/C(=N/NC(=O)Cc1cc(=O)[nH][nH]1)c1ccc([N+](=O)[O-])cc1 | 0.1 | 12.7 | -0.4 | 1.3 | -4.1 | -4.6 | 1.1 | 8.3 | 4.5
CNC(=S)N/N=C/c1cn(Cc2ccc(C)cc2)c2ccccc12 | -2.2 | 9.1 | 6.2 | -3.8 | -14.2 | 5.5 | -15.0 | 2.5 | 1.7
Cc1c(C(=O)N2CC(C)OC(C)C2)sc2nc(-c3ccccc3)cn12 (stereo not given) | -1.7 | . | -1.4[fluorescence artefact?] | 2.8 | 0.6 | 6.7 | -6.6 | 1.0 | 0.1
COc1ccc(-c2c(C)c3ccc(OCC(C)=O)cc3oc2=O)cc1 | 5.7 | 1.8 | 1.2 | -13.1 | 17.9 | -0.2 | 1.2 | -5.6 | -1.3
CCOC(=O)NC(=O)CSc1nnc(SCCC(=O)O)s1 | 0.5 | 3.5 | 0.4 | 3.5 | 7.2 | -0.4 | 16.9 | -18.5 | 10.4
Cc1ccc(/C=N/Nc2nnc(Cl)c3ccccc23)cc1 | -0.3 | 5.9 | 3.3[fluorescence artefact?] | 3.6 | -32.5 | 9.0 | 45.3 | -1.8 | -3.1
CCOc1ccc2ccccc2c1/C=N/n1cncn1 | 1.0 | 2.9 | 3.8 | 7.9 | -8.2 | 0.7 | -2.7 | 6.5 | 4.7
OCCCc1cn(-c2ccccc2)c2ccccc12 | 0.8 | 11.6 | -1.6 | -3.1 | -11.2 | 4.5 | 50.5 | 11.2 | -0.7
CN1C=C(C(F)(F)F)C=C/C1=C(\C#N)c1nnc2n1CCCCC2 | 0.5 | 8.2 | 2.7 | 6.8 | 1.5 | -1.4 | 14.0 | 4.3 | 4.9
Cc1nn(-c2ccccc2)c(N2CCCC2)c1/C=N/NC(=O)c1cc2ccccc2cc1O | 1.9 | 26.5 | 1.8 | 4.9 | 17.4 | -3.0 | -13.0 | -6.3 | 4.4
O=C(NCCc1c[nH]c2ccc(Cl)cc12)c1ccc([N+](=O)[O-])cc1 | -0.2 | 6.8 | 4.1 | 18.5 | 31.4 | . | -30.9 | -2.4 | 0.3
COC(=O)c1ccccc1NC(=O)c1ccccc1OC | 1.5 | 9.3 | -1.7 | -13.2 | -10.9 | 2.0 | 56.0 | 5.6 | 6.7
O=C(Nc1ccc(CN2CCS(=O)(=O)CC2)cc1)c1ccc(C(F)(F)F)cc1 | -0.5 | 3.6 | 5.1 | 19.4 | -15.3 | . | -8.1 | -13.3 | -0.5
Cc1c(Br)c([N+](=O)[O-])nn1CCCC(=O)Nc1sc2c(c1C(N)=O)CCC(C)C2 (stereo not given) | -0.8 | 12.3 | 2.6 | 4.5 | -1.8 | -1.1 | 8.1 | -14.5 | -0.2
Cn1c(=N)c(S(=O)(=O)c2ccccc2)cc2c(=O)n3ccccc3nc21 | 2.0 | 10.6 | -0.1[fluorescence artefact?] | 5.8 | -9.0 | 7.2 | 5.6 | -8.0 | 3.9
CCCc1cc(=O)oc2cc(C)cc(OCC(=O)O)c12 | -3.1 | 7.7 | -9.4 | 2.6 | -7.0 | -5.4 | 45.9 | 8.1 | -9.9
O=S(=O)(NCCSc1ccc(Cl)cc1)c1ccc(F)cc1 | -0.3 | 7.3 | 2.8 | -17.0 | -9.4 | 16.5 | -16.0 | -21.8 | -2.5
Cc1nn(-c2ccccc2)c2c1C(c1ccc(Br)s1)C(C#N)=C(N)O2 (stereo not given) | 1.5 | 17.5 | -1.0 | -3.9 | -7.1 | -3.5 | -36.7 | -32.3 | -2.7
Cn1c(CN2CCOCC2)nc2cc(NC(=O)c3ccc(F)cc3)ccc21 | 0.9 | 5.4 | -1.2[fluorescence artefact?] | -11.1 | -15.0 | 3.7 | 17.7 | -12.4 | -4.1
CCN(c1cccc(C)c1)S(=O)(=O)c1ccc2[nH]c(=O)c(=O)[nH]c2c1 | -1.1 | 6.9 | 17.8 | -4.8 | 1.9 | -2.5 | -2.9 | -15.9 | -4.4
COc1ccc(C2CC(c3cccs3)Nc3nnnn32)cc1 (stereo not given) | 0.0 | 8.5 | 2.0 | -4.9 | -2.7 | -0.4 | -10.7 | -20.9 | 0.2
CC(=O)N(C)c1ccc(OCC(O)COc2ccc(N(C)C(C)=O)cc2)cc1 | -2.4 | 18.1 | 1.3[fluorescence artefact?] | 2.4 | -11.3 | -2.7 | -0.3 | -8.5 | -6.0
CCC(CC)NC(=O)Cc1ccccc1[N+](=O)[O-] | 0.0 | 8.8 | -2.0 | 2.5 | 3.4 | 3.9 | 3.9 | 5.8 | 4.3
Cc1cc(=O)[nH]c(=O)n1Cc1ccccc1 | 3.2 | 8.2 | -8.5 | 14.1 | 5.0 | 1.2 | 2.5 | -13.4 | -1.3
Cc1onc(-c2c(Cl)cccc2Cl)c1NC(=O)N(C)N | 0.4 | 3.2 | -7.2 | -3.5 | 15.2 | . | -10.5 | -17.9 | -4.5
CCCCC1CC(C)(C(=O)CSc2nc3ccccc3s2)OC1=O (stereo not given) | 1.5 | 7.8 | 0.8 | -10.5 | -32.4 | 9.3 | 4.3 | -5.0 | -3.0
CCC(CC)c1nnc(NC(=O)c2cc(C(=O)OC)cc([N+](=O)[O-])c2)s1 | -1.0 | 5.8 | 1.9 | 7.1 | -23.6 | 1.5 | -13.4 | -3.7 | -0.4
Cc1ccccc1N1C(=O)CN(Cc2sccc2C)C1=S | -1.4 | 2.9 | -0.1 | 7.9 | 7.5 | -3.6 | -22.5 | 3.0 | 2.6
Cc1cc(C)nc(N2CCC(C(=O)NCCc3ccc(F)cc3)CC2)n1 | 0.9 | 8.9 | 3.6[fluorescence artefact?] | 5.3 | -14.9 | -8.4 | 9.1&-35.3 | -4.6 | 4.3
COCc1cc(=O)[nH]c(Nc2nc3ccccc3o2)n1 | 1.3 | 13.4 | -3.5 | 8.1 | 4.3 | 0.7 | 22.3 | 2.9 | 3.8

(continued)
SMILES | S1P4 ag | PGE2 EP2 inh | eIF4E-4G inh | NPY-Y2 PAM-ag | NPY1 pot ag | NPY-Y1 antag | EP2 mod | S1P4 antagonist | p97 inhibitor
CCOC(=O)c1c(NC(=O)CCCN2CCOCC2)sc2c1CC(C)(C)OC2 | -0.5 | 8.7 | 1.0 | -5.8 | -12.3 | 2.4 | 25.2 | -3.9 | -1.1
CCC(=O)N(c1ccc(F)cc1)C1C=CS(=O)(=O)C1 (stereo not given) | -0.4 | 17.7 | 0.0 | -7.5 | -24.3 | -1.1 | 7.2 | -1.3 | -1.8
CC1C(c2ccccc2)=[N+]([O-])C2(CCCCC2)N1O (stereo not given) | 0.1 | 8.9 | 6.7 | 5.9 | 17.4 | 7.1 | -3.0 | 3.5 | 1.4
CCS(=O)(=O)c1ccc2oc(SCC(=O)NC3CCCC(C)C3C)nc2c1 (stereo not given) | -0.9 | 5.8 | 2.0 | 0.6 | -8.9 | 4.7 | 55.3 | -0.9 | -3.6
